CHO-K1 Ca antag – counter-screen for M1 antagonists: effect in parental CHO-K1 cells; AID 602250; hit rate 0.6% among 360,000; ATP-induced calcium, Fluo-8 fluorescence; inhibition, % at 3 µM;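 active = inhibition above a per-plate cutoff, the plate's mean sample inhibition plus 3 SD, cut at about 24% in these data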;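 note: 0% = DMSO plus EC80 ATP and 100% = DMSO alone without ATP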
GPR7 antag – GPR7 receptor antagonists, primary screen, cell-based, fluorescence, single concentration; Neuropeptides B/W receptor type 1 (Homo sapiens), P48145; GPR7-expressing cells, fluorescence antagonist assay; inhibition, % at 4.4 µM; hit rate 1.1% among 290,000; AID 1861, 2009; in the data active = inhibition above about 16%, passing the limit was not always enough;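 note: cells stimulated with the agonist NPW; 0% = agonist with vehicle and 100% = vehicle without agonist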
Target sequence (P48145 whole entry, looked up): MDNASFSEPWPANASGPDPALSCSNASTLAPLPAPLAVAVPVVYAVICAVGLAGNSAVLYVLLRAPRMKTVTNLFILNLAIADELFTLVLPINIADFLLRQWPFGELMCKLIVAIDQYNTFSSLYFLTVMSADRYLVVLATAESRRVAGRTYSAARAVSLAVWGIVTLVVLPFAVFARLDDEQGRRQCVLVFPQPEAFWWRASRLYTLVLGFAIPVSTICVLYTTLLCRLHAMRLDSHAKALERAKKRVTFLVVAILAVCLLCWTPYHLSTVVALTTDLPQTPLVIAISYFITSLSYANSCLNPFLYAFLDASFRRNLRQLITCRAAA
M1 PAM parental – nonselective calcium activators in parental CHO-K1 cells, primary screen, counter-screen for M1 PAM project, cell-based, Fluo-8 calcium fluorescence, full deck, 1536-well; ATP EC20; 0% at ATP EC20, 100% at ATP max; activation, % at 3 µM; hit rate 0.02% among 360,000; AID 602247, 2012;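 active = activation above the run cutoff, the mean activation of all test compounds plus 3 SD, cut at about 40% in these data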;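 note: peak over basal fluorescence ratio in a 140 s read after ATP addition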
OXTR ag – human OXTR agonists, primary screen, fluorescence, CHO-OTR cells, Fluo-8 calcium; hit rate 0.32% among 320,000; Fluo-8 calcium fluorescence; normalized: DMSO 0%, oxytocin 100%; AID 2435, 2010; activation, % at 3 µM;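 active = activation above the mean of all tested compounds plus 3 SD, cutoff set per screening run, cut at about 20% in these data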;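 note: peak over basal fluorescence ratio from a 100 s FLIPR kinetic read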
TAAR1 antagonist – human TAAR1 antagonists, primary screen, Fluo-8 calcium fluorescence, CHO RD-HGA16 cells; Trace amine-associated receptor 1 (Homo sapiens), Q96RJ0; antagonist; inhibition, % at 3 µM; hit rate 1.5% among 360,000;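 active = inhibition above a per-plate cutoff, the mean inhibition of test compounds on that plate plus 3 SD, cut at about 49% in these data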;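 note: 0% = DMSO plus EC80 beta-PEA response and 100% = DMSO alone without agonist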
Target sequence (Q96RJ0 whole entry, looked up): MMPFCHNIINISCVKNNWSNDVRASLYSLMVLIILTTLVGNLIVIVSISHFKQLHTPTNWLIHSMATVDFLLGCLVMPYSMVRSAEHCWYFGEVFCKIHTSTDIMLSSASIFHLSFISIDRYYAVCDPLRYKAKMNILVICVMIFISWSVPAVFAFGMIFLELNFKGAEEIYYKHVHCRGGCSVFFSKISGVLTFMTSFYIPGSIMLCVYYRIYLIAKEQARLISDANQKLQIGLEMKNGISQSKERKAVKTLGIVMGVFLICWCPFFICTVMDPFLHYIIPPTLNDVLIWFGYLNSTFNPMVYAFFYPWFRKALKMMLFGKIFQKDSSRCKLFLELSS
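Test system – hTAAR1-expressing CHO RD-HGA16 cells, Gα16-coupled · Also added – β-PEA at EC80 concentration, post-compound challenge · Compound – 3 µM, single point · Incubation – dye loading 75 min at 37 °C, then 30 min room temperature · Measured by – Fluo-8 intracellular calcium dye fluorescence, real-time kinetic reads · Benchmarks – vehicle and agonist controls · Replicates – singlicate, one well per test compound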
V1R ag counter – agonists of human V1a receptor, primary screen, counter-screen for OXTR agonist project, fluorescence, CHO-V1R cells; AID 2797, 2010; Fluo-8 calcium fluorescence, agonist mode; 0% DMSO, 100% 3 nM vasopressin; Vasopressin V1a receptor (Homo sapiens), P37288; hit rate 0.25% among 320,000; activation, % at 3 µM;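 active = activation above the mean activation of all tested compounds plus 3 SD, per screening run, cut at about 20% in these data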;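 note: signal is peak over basal fluorescence ratio across a 100 second FLIPR read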
Target sequence (P37288 whole entry, looked up): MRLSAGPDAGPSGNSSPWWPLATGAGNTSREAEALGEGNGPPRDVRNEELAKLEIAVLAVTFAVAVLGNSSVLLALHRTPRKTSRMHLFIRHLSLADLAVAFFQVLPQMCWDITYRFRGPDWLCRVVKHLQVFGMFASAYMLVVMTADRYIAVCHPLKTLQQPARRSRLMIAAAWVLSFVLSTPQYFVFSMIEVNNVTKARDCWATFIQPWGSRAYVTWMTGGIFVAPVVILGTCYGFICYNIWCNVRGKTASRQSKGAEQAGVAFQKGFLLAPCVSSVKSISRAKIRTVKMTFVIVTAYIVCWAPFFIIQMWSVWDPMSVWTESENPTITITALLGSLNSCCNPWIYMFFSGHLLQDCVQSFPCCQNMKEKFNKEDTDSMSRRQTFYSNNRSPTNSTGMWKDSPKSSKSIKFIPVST
CHO parental Ca – ATP-evoked calcium signal inhibitors, parental CHO, primary screen, counter-screen for OX1R antagonist project, cell-based, fluorescence, Fluo-8 calcium dye. parental CHO-K1, ATP-induced calcium, Fluo-8 fluorescence. inhibition, % at 5.6 µM. AID 463079, 2010. hit rate 0.63% among 330,000;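 active = inhibition above that plate's mean sample inhibition plus 3 SD, cut at about 26% in these data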;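 note: 0% = ATP-challenged DMSO wells and 100% = DMSO wells without ATP; some compounds past the cut are filed as inactive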
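test system = CHO parental line | reagent = ATP stimulus | measured by = intracellular calcium via Fluo-8 no-wash fluorescent dye | control set = ATP and no-ATP DMSO wells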
OXTR potentiate – human OXTR potentiators, primary screen, fluorescence, CHO-OTR cells, Fluo-8 calcium; Fluo-8 calcium fluorescence, potentiator mode; 0% = oxytocin EC15, 100% = EC100; Oxytocin receptor (Homo sapiens), P30559; activation, % at 3 µM; hit rate 0.061% among 320,000;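 active = activation above that plate's cutoff, the mean activation of tested compounds plus 3 SD, cut at about 6.6% in these data, passing the limit was not always enough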;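 note: 100% uses oxytocin at 75 nM as the full agonist control; some results filed as inactive read as strong as hits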
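Material: human OTR in CHO cells. Compound: 3.0 µM, one dose. Timing: compound 6 min at room temperature before oxytocin, 100 s read. Evaluation: % activation of max/min ratio relative to oxytocin controls. Replication: single well per compound, singlicate. Signal: Fluo-8 calcium dye fluorescence.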
M1 ag parental – counter-screen for M1 agonists: effect in parental CHO-K1 cells. hit rate 0.48% among 360,000. Fluo-8 calcium fluorescence; scaled to maximal ATP response, vehicle zero. activation, % at 3 µM; in the data active = activation above about 15%;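 note: untransfected CHO-K1 host cells lacking M1 receptor as counterscreen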
* hit, by the source's call.

Results for COc1ccc(CN2C[C@@H](CO)O[C@@H](n3cnc4c(N5CCN(C)CC5)ncnc43)C2)cc1 ?
CHO-K1 Ca antag: -10; M1 PAM parental: 13; TAAR1 antagonist: -25; M1 ag parental: 0.7

What do the screens show for `CCOc1ccc2oc(C(=O)N3CCN(c4ccccn4)CC3)c(C)c2c1`?
CHO-K1 Ca antag: -16; GPR7 antag: -14; M1 PAM parental: 19; TAAR1 antagonist: 5; M1 ag parental: 3.9

Results for CC(C)(C)C(=O)/C=c1\[nH]c(=O)/c(=C\c2ccc(C#N)cc2)s1 ?
CHO-K1 Ca antag: 25*; GPR7 antag: 1; M1 PAM parental: -7; OXTR ag: 8.7; TAAR1 antagonist: 21; V1R ag counter: 8.4; CHO parental Ca: -9; OXTR potentiate: -20; M1 ag parental: 0.4

Results for COc1cc(OC)cc(C(=O)N2CCN(C(=O)c3ccc(-c4ccccc4)cc3)CC2)c1 ?
CHO-K1 Ca antag: -3; GPR7 antag: -3; M1 PAM parental: 13; OXTR ag: -0.5; TAAR1 antagonist: 1; V1R ag counter: 1.8; CHO parental Ca: -18; OXTR potentiate: -4; M1 ag parental: 0.7

How did COCCNc1nnc(SC(C)C(=O)Nc2c(C)n(C)n(-c3ccccc3)c2=O)s1 (stereo unspecified) do in these assays?
CHO-K1 Ca antag: 1; GPR7 antag: -13; M1 PAM parental: 6; OXTR ag: 0.8; TAAR1 antagonist: -18; V1R ag counter: 0.4; CHO parental Ca: -6; OXTR potentiate: 7; M1 ag parental: 0.0

Results for CC(=O)NCCc1c(C)n(Cc2ccccc2)c2ccccc12 ?
CHO-K1 Ca antag: 10; GPR7 antag: 5; M1 PAM parental: 6; OXTR ag: -0.6; TAAR1 antagonist: -1; V1R ag counter: 0.6; CHO parental Ca: -11; OXTR potentiate: -10; M1 ag parental: 0.2

Results for COc1cc(C(=O)Oc2c(OC)cc(C(=S)N3CCOCC3)cc2OC)cc(OC)c1OC ?
CHO-K1 Ca antag: -13; GPR7 antag: -6; M1 PAM parental: 2; OXTR ag: -1.4; TAAR1 antagonist: -9; V1R ag counter: 1.3; CHO parental Ca: -18; OXTR potentiate: -6; M1 ag parental: 0.5

How did COc1cc(OC)cc(C(=O)NCc2n[nH]c(=S)n2-c2ccccc2OC)c1 do in these assays?
CHO-K1 Ca antag: -16; GPR7 antag: -13; M1 PAM parental: 19; OXTR ag: -1.0; TAAR1 antagonist: 8; V1R ag counter: 1.5; CHO parental Ca: -11; OXTR potentiate: 2; M1 ag parental: 0.7

How did CCCC(=O)N1CCC1(C)C(=O)NS(=O)(=O)c1cccc(F)c1 (stereo unspecified) do in these assays?
CHO-K1 Ca antag: -9; M1 PAM parental: 14; TAAR1 antagonist: -9; M1 ag parental: 0.2

Results for O=C(NCc1cccnc1)c1cc(S(=O)(=O)N2CCCC2)c(Cl)cc1Cl ?
CHO-K1 Ca antag: 11; GPR7 antag: -9; M1 PAM parental: 4; TAAR1 antagonist: -7; M1 ag parental: 7.4

What do the screens show for `O=C1CCCCc2cc(O)c(O)cc21`?
CHO-K1 Ca antag: -9; M1 PAM parental: 19; TAAR1 antagonist: -7; M1 ag parental: 0.9

Results for Cc1ccc(C2=NS(=O)(=O)N(C)C(C(=O)NCc3ccccc3)=C2)cc1 ?
CHO-K1 Ca antag: -15; GPR7 antag: -6; M1 PAM parental: 13; OXTR ag: -0.1; TAAR1 antagonist: 8; V1R ag counter: 3.2; CHO parental Ca: -7; OXTR potentiate: -8; M1 ag parental: 2.9

Results for CN(C)c1ccc(/C=N/NC(=O)c2ccccc2O)o1 ?
CHO-K1 Ca antag: -9; GPR7 antag: -8; M1 PAM parental: 26; OXTR ag: 3.1; TAAR1 antagonist: 7; V1R ag counter: 0.0; CHO parental Ca: 7; OXTR potentiate: -8; M1 ag parental: 1.1

What do the screens show for `O=C(NCC1CCCO1)C1CCCCN1S(=O)(=O)c1ccc(F)cc1` (stereo unspecified)?
CHO-K1 Ca antag: -5; GPR7 antag: -2; M1 PAM parental: 15; OXTR ag: 0.6; TAAR1 antagonist: 1; V1R ag counter: -0.5; CHO parental Ca: -8; OXTR potentiate: -7; M1 ag parental: 0.8

How did Cc1nc(SCC(=O)Nc2c(C)nn(C)c2C)c2cnn(-c3ccccc3)c2n1 do in these assays?
CHO-K1 Ca antag: 5; GPR7 antag: -5; M1 PAM parental: -5; OXTR ag: 23*; TAAR1 antagonist: 1; V1R ag counter: 6.2; CHO parental Ca: -10; OXTR potentiate: -17; M1 ag parental: 3.2

How did O=C(O)c1ccc(Cn2cnc3c(=S)nc[nH]c32)cc1 do in these assays?
CHO-K1 Ca antag: 3; M1 PAM parental: -7; TAAR1 antagonist: 0; M1 ag parental: -0.1

What do the screens show for `Cc1ccc(Cl)cc1NC1=NC(=S)N(C(C)C)C12CCCCC2`?
CHO-K1 Ca antag: -10; GPR7 antag: -12; M1 PAM parental: 7; OXTR ag: -0.7; TAAR1 antagonist: -6; V1R ag counter: 1.1; CHO parental Ca: -10; OXTR potentiate: -19; M1 ag parental: 0.2

How did C1CCc2c(c(N3CCOCC3)nc3sc4c(N5CCOCC5)nnnc4c23)C1 do in these assays?
CHO-K1 Ca antag: 0; M1 PAM parental: 9; TAAR1 antagonist: -43; M1 ag parental: -0.1

Results for CCOc1ccc(C(=O)Nc2ccccc2N2CCCC2)cc1 ?
CHO-K1 Ca antag: 15; GPR7 antag: 1; M1 PAM parental: -4; OXTR ag: -1.3; TAAR1 antagonist: 4; V1R ag counter: -1.2; CHO parental Ca: -24; OXTR potentiate: -13; M1 ag parental: -0.5

Results for CCOc1cc(C2C3=C(CCCC3=O)OC3=C2C(=O)CCC3)cc([N+](=O)[O-])c1O ?
CHO-K1 Ca antag: -9; GPR7 antag: -4; M1 PAM parental: 6; OXTR ag: -0.8; TAAR1 antagonist: -10; V1R ag counter: -1.4; CHO parental Ca: -10; OXTR potentiate: 2; M1 ag parental: -0.2

How did O=C(Cn1cnc2c(oc3ccccc32)c1=O)NCc1ccco1 do in these assays?
CHO-K1 Ca antag: -11; GPR7 antag: -7; M1 PAM parental: 16; OXTR ag: -0.3; TAAR1 antagonist: 18; V1R ag counter: -0.3; CHO parental Ca: -9; OXTR potentiate: -9; M1 ag parental: 0.3

How did CCOc1ccc(/C=N/NC(=O)c2nnn(-c3nonc3N)c2CN2CCC(C)CC2)cc1 do in these assays?
CHO-K1 Ca antag: -4; GPR7 antag: -4; M1 PAM parental: 16; OXTR ag: 0.6; TAAR1 antagonist: -4; V1R ag counter: 0.5; CHO parental Ca: -8; OXTR potentiate: -8; M1 ag parental: 0.1

What do the screens show for `Cc1cccc2c(=O)cc(C)n(CC(N)=O)c12`?
CHO-K1 Ca antag: -7; GPR7 antag: -11; M1 PAM parental: 13; OXTR ag: 0.1; TAAR1 antagonist: 2; V1R ag counter: 0.3; CHO parental Ca: 3; OXTR potentiate: -10; M1 ag parental: 0.9

What do the screens show for `C=CCn1c(SCC(=O)N2CCOCC2)nc(O)c(Cc2ccccc2)c1=O`?
CHO-K1 Ca antag: -3; GPR7 antag: 12; M1 PAM parental: 2; OXTR ag: -0.3; TAAR1 antagonist: 0; V1R ag counter: -0.6; CHO parental Ca: 3; OXTR potentiate: -7; M1 ag parental: 0.5

Results for O=C1NCCCC1C(=O)N/N=C/c1ccccc1 (stereo unspecified) ?
CHO-K1 Ca antag: -22; GPR7 antag: -2; M1 PAM parental: 23; OXTR ag: -0.4; TAAR1 antagonist: -8; V1R ag counter: 0.9; CHO parental Ca: 1; OXTR potentiate: -4; M1 ag parental: 0.8

Results for CCOC(=O)C1=C(C)NC(=O)NC1c1cccnc1 (stereo unspecified) ?
CHO-K1 Ca antag: -11; GPR7 antag: 2; M1 PAM parental: 21; OXTR ag: 2.8; TAAR1 antagonist: 6; V1R ag counter: 0.3; CHO parental Ca: 4; OXTR potentiate: -6; M1 ag parental: 0.6

Results for COc1cc(C(=O)Nc2nccs2)c(Br)c(OC)c1OC ?
CHO-K1 Ca antag: 2; GPR7 antag: -13; M1 PAM parental: 13; OXTR ag: 1.0; TAAR1 antagonist: 51*; V1R ag counter: 1.7; CHO parental Ca: -21; OXTR potentiate: -20; M1 ag parental: 4.2

How did COc1cc2[nH]c(C(=O)N3CCN(C)CC3)cc2c(OC)c1OC do in these assays?
CHO-K1 Ca antag: 3; GPR7 antag: 24; M1 PAM parental: 14; OXTR ag: -0.5; TAAR1 antagonist: -15; V1R ag counter: 1.4; CHO parental Ca: -18; OXTR potentiate: -11; M1 ag parental: 4.8

Results for CC(C)(CO)CNC(=O)CCc1nnc(-c2ccc(-c3ccccc3)cc2)o1 ?
CHO-K1 Ca antag: -5; GPR7 antag: 17; M1 PAM parental: 3; OXTR ag: 6.7; TAAR1 antagonist: -1; V1R ag counter: 13; CHO parental Ca: -5; OXTR potentiate: -20; M1 ag parental: 4.2

What do the screens show for `CCc1ccccc1NC(=O)CN1C(=O)c2ccccc2S1(=O)=O`?
CHO-K1 Ca antag: -9; GPR7 antag: 17; M1 PAM parental: 2; OXTR ag: 0.8; TAAR1 antagonist: -7; V1R ag counter: 2.0; CHO parental Ca: -4; OXTR potentiate: -10; M1 ag parental: 1.7

Results for CN(C)C(=O)c1nc2ccc(Cl)cn2c1CN1CCN(c2ncccn2)CC1 ?
CHO-K1 Ca antag: -3; GPR7 antag: -2; M1 PAM parental: -4; OXTR ag: 0.3; TAAR1 antagonist: -1; V1R ag counter: 0.4; CHO parental Ca: -10; OXTR potentiate: -9; M1 ag parental: -0.1

Among those listed so far, 3 contain an aryl thioether with sulfur outside any ring.
How did COCCNc1nnc(SC(C)C(=O)Nc2c(C)n(C)n(-c3ccccc3)c2=O)s1 (stereo unspecified) do in these assays?
CHO-K1 Ca antag: 1; GPR7 antag: -13; M1 PAM parental: 6; OXTR ag: 0.8; TAAR1 antagonist: -18; V1R ag counter: 0.4; CHO parental Ca: -6; OXTR potentiate: 7; M1 ag parental: 0.0

How did Cc1nc(SCC(=O)Nc2c(C)nn(C)c2C)c2cnn(-c3ccccc3)c2n1 do in these assays?
CHO-K1 Ca antag: 5; GPR7 antag: -5; M1 PAM parental: -5; OXTR ag: 23*; TAAR1 antagonist: 1; V1R ag counter: 6.2; CHO parental Ca: -10; OXTR potentiate: -17; M1 ag parental: 3.2

What do the screens show for `C=CCn1c(SCC(=O)N2CCOCC2)nc(O)c(Cc2ccccc2)c1=O`?
CHO-K1 Ca antag: -3; GPR7 antag: 12; M1 PAM parental: 2; OXTR ag: -0.3; TAAR1 antagonist: 0; V1R ag counter: -0.6; CHO parental Ca: 3; OXTR potentiate: -7; M1 ag parental: 0.5
